P. falciparum M1AAP = malaria alanyl aminopeptidase activity blockers – biochemical, fluorogenic H-Leu-NHMec substrate, 1536-well (AID 1445). recombinant M1AAP, H-Leu-NHMec fluorogenic kinetic assay; higher % means a stronger effect. inhibition, % at 30 µM, or IC50 in µM where a hit was titrated. hit rate 0.42% among 220,000;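 active means primary inhibition above the hit cutoff, then over 50% inhibition at one or more dose response concentrations, cut at about 23% in these data, passing the limit was not always enough; inconclusive means conflicting primary data, or primary hits not chosen for dose response; inactive means low primary inhibition, or under 50% at every dose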;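 further: plate controls were DMSO full reaction for no effect and no enzyme background for full effect; strong numbers were not always called active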
PMI inhibition = MPI inhibition at elevated mannose 6-phosphate – biochemical, fluorescence intensity, high mannose 6-phosphate, primary screen (AID 1220). recombinant PMI enzyme, coupled fluorescence intensity; higher % means a stronger effect. inhibition, % at 20 µM, or IC50 in µM where a hit was titrated. hit rate 0.66% among 190,000
RSV antiviral HEp-2 = RSV antiviral activity via CPE protection, HEp-2 cells, primary 10 µM value included (AID 2391) | HEp-2 cells, RSV-induced CPE inhibition; higher % means a stronger effect | CPE inhibition, % at 10 µM; hits with a dose series show IC50 in µM | hit rate 0.13% among 310,000; in the data active means a potency from the dose series; inconclusive means CPE inhibition mostly from about 23% at the one dose, without a potency; inactive means the rest, 99 in 100 with CPE inhibition below about 21%; further: strong numbers were not always called active
UTI89 phage lysis = inhibition of K1F phage lysis, E. coli UTI89, bacterial capsule biogenesis inhibitors, alamar blue (AID 488966) | hit rate 0.02% among 340,000 | one-dose inhibition, % at 100 µM; IC50 in µM for titrated hits | E. coli UTI89 K1F phage lysis, alamar blue, 2 h; higher % means a stronger effect;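 active means phage lysis inhibition, versus mean bacterial control, above a set limit; inconclusive means no clear call, values can overlap the other calls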;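 further: capsule biogenesis inhibitors block K1F phage lysis so surviving cells raise fluorescence; higher fluorescence means more inhibition of phage lysis; actives were called in the ten point dose series up to 300 µM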
TNAP activators = stimulation of alkaline phosphatase TNAP activity – biochemical, luminescent, no phosphate acceptor, uHTS, primary screen (AID 1001); purified TNAP, luminescent activation assay, no phosphate acceptor; higher activation fold means a stronger effect; activation fold at 20 µM, or EC50 in µM where a hit was titrated; hit rate 0.03% among 200,000; in the data active means activation fold from about 3, or a potency from the dose series; inactive means the rest, 99 in 100 with activation fold below about 1.6; further: many of its hits are not listed in these tables
West Nile virus CPE = inhibition of WNV-induced cytopathic effect – cell-based, CPE readout (AID 1621); West Nile virus-infected cells, CPE inhibition; higher % means a stronger effect; CPE inhibition, % at 10 µM; hits with a dose series show IC50 in µM; hit rate 0.02% among 290,000; in the data active means a potency from the dose series; inconclusive means CPE inhibition mostly from about 3.7% at the one dose, without a potency; inactive means the rest, 99 in 100 with CPE inhibition below about 2.2%; further: strong numbers were not always called active
M17LAP inhibition = P. falciparum M17LAP inhibitors, primary screen, biochemical, fluorogenic H-Leu-NHMec substrate, 1536-well (AID 1619); recombinant M17LAP, H-Leu-NHMec fluorogenic kinetic assay; higher % means a stronger effect; inhibition, % at 30 µM; hits with a dose series show IC50 in µM; hit rate 0.38% among 220,000;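 active means compound inhibiting the enzyme by more than half at any dose during confirmatory dose-response retesting; inconclusive means strong single-dose inhibitors picked by rank but not retested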;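 further: plate controls were full reaction with DMSO carrier for no effect and no enzyme background for full effect; strong numbers were not always called active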
PMI inhibitors = MPI enzyme activity inhibition – biochemical, fluorescence intensity, coupled assay, primary screen (AID 1209) | purified PMI enzyme, coupled fluorescence intensity; higher % means a stronger effect | hit rate 0.42% among 190,000 | inhibition, % at 20 µM; hits with a dose series show IC50 in µM;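 further: plate controls were DMSO vehicle for no effect and wells lacking substrate for full effect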
T cell HTS = T cell immune modulators affecting CD8 T cell-vesicle binding. AID 2052. hit rate 0.068% among 330,000. 2C CD8+ T cell-vesicle binding, flow cytometry; hits give low values. calls only at 7 µM;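 active means response, share of CD8 T cells binding vesicles, and their 90th percentile fluorescence all below set limits, cut at about 80% in these data, passing the limit was not always enough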
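Material: 2C TCR transgenic mouse naive CD8+ T cells, MACS-purified. Also added: QL9-charged Drosophila Ld/ICAM-1/B7-1 vesicles. Timing: binding 1.5 h at 37 °C. Measured by: high-throughput flow cytometry with anti-B7-1 and anti-CD8 staining. Read-out: percent CD8+ FL2 mean versus row control. Controls: Unloaded micro-vesicles (low), QL9 vesicles with 0.7% DMSO (high).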
T cell HTS vesicle-bound % = recorded beside T cell HTS, whose call it bears; double positive events, %; measured here: CD8+ vesicle-bound cell fraction;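 binding gate set so that unloaded-vesicle control wells show 10% double positive cells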
Active calls of the source: *; i = inactive; ? = inconclusive; · = no result given; [ ] = remark or other dose. Unless noted, no stated cut-off is given here; in the data, active means inhibition above about 50%; inactive means the rest.

Screens in order – P. falciparum M1AAP, PMI inhibition, RSV antiviral HEp-2, UTI89 phage lysis, TNAP activators, West Nile virus CPE, M17LAP inhibition, PMI inhibitors, T cell HTS, T cell HTS vesicle-bound %
#1 CC(O)CCc1ccc(O)cc1 (stereo not drawn)
→ 12%, -9%, 0.4%, 0.0%, 1.1, 0.5%, 3%, -11%, i, 48
#2 Cc1ccc(-c2ccc([C@H]3[C@@H]4C=CCC[C@@]4(C)C(=O)N3Cc3ccccc3)c(F)c2)cc1
→ 1%, ·, -2.9%, -3.4%, ·, -0.2%, -3%, ·, i, 53
#3 COC(=O)c1cc(OC)c(OC)cc1-n1cnc2cc(OC)c(OC)cc2c1=O
→ 4%, -5%, 1.6%, 1.3%[50 µM], 1.1, 0.1%, 5%, -8%, i, 32
#4 Cc1ccc(SCC(=O)N=C2NC(=O)CS2)cc1
→ 10%, -1%, 0.7%, 0.2%, 1.1, 0.0%, 9%, -2%, i, 18
#5 Cn1c(Cl)nc2c1c(=O)n(Cc1cccc(Br)c1)c(=O)n2C
→ 8%, 18%, -1.3%, -0.7%, 0.9, ?, 6%, 18%, i, 19
#6 CC1CC(C)CN(C(=O)c2ccc(S(=O)(=O)N3CC(C)CC(C)C3)cc2)C1 (stereo not drawn)
→ ·, ·, ?, 0.4%, ·, -0.2%, ·, ·, i, 9
#7 Cc1ccc(C(=O)COc2cc(C)nc3nncn23)cc1
→ -2%, ·, 1.6%, -0.2%, ·, 0.5%, 1%, ·, i, 17
#8 O=C(c1noc2c1CCCC2)N1CCCC(N2CCN(c3ccccc3F)CC2)C1 (stereo not drawn)
→ ·, ·, 0.7%, 0.0%, ·, -0.2%, ·, ·, i, 5
#9 CCC(C)c1ccc(NC(=S)NCc2ccccc2OC)cc1 (stereo not drawn)
→ 2%, 11%, ·, -0.2%, 1.3, -1.5%, 1%, 14%, ·, ·
#10 CCn1c(=O)c2cc(C(=O)NC(C)C)sc2c2ccccc21
→ 8%, ·, -0.4%, -0.5%[50 µM], ·, 0.6%, -17%, ·, i, 34
#11 Cc1noc(C)c1S(=O)(=O)N1CCC(C(=O)Nc2ccccn2)CC1
→ -2%, 4%, 0.7%, -7.3%, 1, -0.1%, -3%, 11%, i, 55
#12 Cc1cccc(C(=O)NNc2ncnc3c2cnn3C)c1
→ 2%, 0%, 1.3%, 0.4%, 2.7, -0.5%, -3%, -2%, i, 56
#13 CC1=C(C)CC(C(=O)Nc2cccc([N+](=O)[O-])c2)C(C(=O)O)C1 (stereo not drawn)
→ 6%, 12%, 0.4%, 0.2%, 1, 0.6%, 6.4µM*, 3%, i, 42
#14 CC1CCN(c2ccccc2NC(=S)NC(=O)C(C)(C)C)CC1
→ 7%, 10%, ?, -3.2%, 1.1, -0.5%, -6%, 20%, i, 54
#15 CCOCCCn1c(=S)[nH]c2cc(C(=O)N3CCC(C(N)=O)CC3)ccc2c1=O
→ 3%, -6%, 1.9%, 0.0%, 1.1, 0.0%, -5%, -1%, i, 36
#16 COc1cccc(Oc2ccc3nnc(C(F)(F)F)n3n2)c1
→ 6%, 18%, 4.6%, 0.1%, 1, -0.8%, 1%, 12%, i, 42
#17 CC(=O)C1C(c2ccccc2)c2c(n[nH]c2C)CC1(C)O (stereo not drawn)
→ 0%, 11%, -0.1%, 3.3%, 1, 0.8%, -4%, 7%, i, 14
#18 Cc1ccc(S(=O)(=O)N2CCN(c3ncccn3)CC2)cc1C
→ ·, ·, 0.3%, -0.8%, ·, -0.8%, ·, ·, i, 63
#19 CCCCN1C(=O)NC(NC(=O)c2ccco2)(C(F)(F)F)C1=O (stereo not drawn)
→ 5%, -7%, 1.4%, 0.3%, 1, 1.1%, -5%, -6%, i, 30
#20 S=C1NCN(Cc2ccco2)CN1c1ccccc1
→ 4%, ·, 1.8%, -0.8%, ·, 0.1%, -1%, ·, i, 19
#21 CCCCc1c(O)nc(SCCC(=O)O)[nH]c1=O
→ 14%, 3%, ·, ·, 1.1, 0.2%, -8%, 2%, ·, ·
#22 Cc1cc(C)n(NC(=S)NC2CCCCC2)c(=O)c1C#N
→ 3%, ·, 2.5%, -3.0%, ·, 0.1%, 7%, ·, i, 21
#23 NNC(=O)c1oc2ccccc2c1-n1cccc1
→ 3%, 0%, 4.6%, 0.1%, 1.2, 0.1%, -2%, -18%, i, 37
#24 Cc1ccc(O)c(NC(=O)c2cc(-c3ccccc3)on2)c1
→ ·, ·, 2.6%, -2.2%, ·, -1.6%, ·, ·, i, 57
#25 O=[N+]([O-])c1ccc(C=Nc2ccc(Cl)cc2Cl)s1
→ 5%, -6%, -4.1%, -0.9%, 1, ?, -11%, -4%, i, 13
#26 Cc1ccc(NS(=O)(=O)c2ccc3c(c2)n(C)c(=O)n3C)cc1
→ ·, ·, 5.7%, 0.1%, ·, -0.1%, ·, ·, i, 22
#27 COc1cc(C(=O)N(C)C2CCCCC2)ccc1OC1CCN(C(C)=O)CC1
→ ·, ·, -0.3%, 1.2%, ·, -0.9%, ·, ·, i, 8
#28 O=C1[C@@H]2CSCN2C(=O)CN1Cc1ccccc1F
→ ·, ·, 0.9%, 0.1%, ·, -0.2%, ·, ·, i, 59
#29 O=C(O)CC(c1ccc(C(F)(F)F)cc1)N1Cc2ccccc2C1=O (stereo not drawn)
→ ·, ·, 1.1%, -0.2%, ·, -0.3%, ·, ·, i, 54
#30 COc1ccc(C)cc1-n1c(N)c(C#N)c(C#N)c1-c1ccc(OC)c(OC)c1OC
→ 2%, 16%, -0.8%, 0.0%, 1.1, -0.2%, 0%, 13%, i, 37
#31 O=C(O)C1CC=CCC1C(=O)N1CCN(c2nc(-c3ccccc3)c3ccccc3n2)CC1 (stereo not drawn)
→ 6%, 6%, 1.0%, 0.3%, 1.1, ·, -56%, 6%, i, 33
#32 O=[N+]([O-])c1ccc(N2CCN(Cc3ccc4c(c3)OCO4)CC2)nc1
→ ·, ·, 7.6%, 0.0%, ·, -1.7%, ·, ·, i, 54
#33 COC(=O)c1scc(C)c1NC(=O)Nc1ccccc1
→ 10%, 14%, 1.0%, 0.0%, 1, 1.3%, 0%, 16%, i, 49
#34 COC(=O)c1ccc(S(=O)(=O)N2C3CCC2CC(NC(=O)C2CC2)C3)cc1 (stereo not drawn)
→ 4%, 4%, 4.0%, 1.7%[50 µM], 1.1, 0.1%, -4%, 6%, i, 19
#35 Cc1cccc(NC(=S)NNC(=O)CC(C)O)c1C (stereo not drawn)
→ 3%, -6%, ·, 1.1%, 1.2, 0.0%, 0%, -5%, i, 10
#36 COCCC(=O)N1CCC(Oc2ccc(C(=O)NCc3nccn3C)cc2)CC1
→ ·, ·, 1.2%, 0.9%[50 µM], ·, -0.6%, ·, ·, i, 64
#37 O=C(NCc1ccco1)c1cc(-c2ccc3c(c2)OCO3)on1
→ -14%, 2%, -2.8%, 1.0%, 1.1, 2.7%, 6%, 7%, i, 36
#38 COC(=O)c1c(NC(=O)CCS(=O)(=O)c2ccccc2)sc2c1CCN(C)C2
→ ·, ·, -1.0%, -0.2%, ·, 12%, ·, ·, i, 63
#39 O=C(NC(=S)Nc1ccc(Cl)cn1)C(c1ccccc1)c1ccccc1
→ 1%, 8%, 3.5%, 0.0%, 0.9, -0.1%, 4%, 11%, i, 57
#40 CCC(=O)N1CCc2cc(S(=O)(=O)N3CCN(c4ccccc4Cl)CC3)ccc21
→ ·, ·, 1.8%, 0.2%, ·, 0.4%, ·, ·, i, 15
#41 O=S(=O)(c1cc(C(F)(F)F)ccc1Cl)N1CCN(c2ccccn2)CC1
→ 1%, ·, 1.5%, -0.4%, ·, -0.2%, 14%, ·, i, 20
#42 Fc1ccc(Nc2nc(Oc3ccccc3F)nc(N3CCCC3)n2)cc1
→ 1%, -2%, 1.1%, -0.1%, 1.1, -0.4%, 4%, 10%, ·, ·
#43 COC(=O)Cn1c(=O)oc2ccc(C)cc21
→ 5%, 10%, 2.3%, 0.1%, 1.1, 0.7%, -9%, 13%, i, 43
#44 COc1ccc(-c2ccc(=O)n(Cc3cccc(Cl)c3)n2)cc1
→ ·, ·, 0.2%, -0.1%, ·, -0.9%, ·, ·, i, 32
#45 CCOC(=O)c1sc(N(Cc2ccccc2)C(=O)COC(=O)c2ccc(O)cc2)nc1C
→ -2%, 23%, 11%, -7.0%, 1.2, -0.6%, 3%, 20%, i, 50
#46 Cc1ccc2c(=O)oc(N(C)C)nc2c1
→ -3%, -3%, 0.3%, 0.0%, 1.1, 0.3%, -7%, -3%, i, 45
#47 COc1cccc(NC(=O)CCN2CCN(C)CC2)c1
→ -4%, -4%, -1.2%, 14%, 1.1, -0.2%, -6%, 2%, i, 17
#48 COC(=O)c1cc2n(n1)CCN(Cc1ccccc1F)C2=O
→ -3%, -2%, 1.0%, 0.8%, 1.1, 0.1%, -10%, 0%, i, 58
#49 CC(C)=C1SC(N2CCN(c3ccc(C)c(Cl)c3)CC2)=NC1=O
→ 7%, ·, ·, 0.2%, ·, -1.1%, 3%, ·, i, 37
#50 CCCCC(=O)NNC(=O)N1c2ccccc2Sc2ccccc21
→ ·, ·, 1.6%, 0.2%, ·, -1.1%, ·, ·, i, 28
#51 COc1cccc(NC(=O)CCN2C(=O)c3ccccc3Sc3ncccc32)c1
→ ·, ·, 3.7%, 0.1%, ·, 0.1%, ·, ·, i, 24
#52 CCOC(=O)C1CCN(C(=O)c2ccccc2NC(=O)c2ccc(Br)cc2)CC1
→ -2%, 4%, 0.0%, -0.1%, 1.1, -0.3%, -12%, 5%, i, 58
#53 Cc1ccc(Sc2c(C)[nH]n(C(C)(C)C)c2=O)cc1
→ 4%, 0%, 0.4%, 0.5%, 1.1, 0.2%, 7%, 7%, i, 44
#54 O=C(CSc1nc2ncc(Cl)cc2[nH]1)c1c[nH]c2ccccc12
→ 4%, ·, -0.1%, 0.0%, ·, -0.6%, 16%, ·, i, 39
#55 COC(=O)c1ccccc1NC(=O)c1cnc2sccn2c1=O
→ -1%, -12%, 3.5%, 2.0%, 1, 0.5%, 5%, -10%, i, 47
#56 O=C(NCc1ccc2c(c1)OCO2)c1ccc2c(c1)OCCO2
→ -5%, 1%, 1.1%, 0.0%, 1.1, 0.1%, -4%, 6%, i, 48
#57 O=S(=O)(c1ccc2ccccc2c1)N1CCN(S(=O)(=O)N2CCOCC2)CC1
→ 3%, -4%, 2.7%, 0.7%, 1, -0.3%, -6%, 1%, i, 52

Source: PubChem BioAssay (several laboratories)
